Screening results (PubChem BioAssay)
IMPase Li inh = membrane-permeable IMPase blocker, potentiated with lithium; CHO-M1 cells, IP1 TR-FRET (IP-One), carbachol + lithium; Potency, µM (top dose mostly 59.4 µM), for the others: top-dose activity, negative = IMPase inhibition, actives largely listed as inhibitors; hit rate 0.35% among 210,000; AID 1457;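 note: IP1 builds up when IMPase is blocked and the TR-FRET signal falls; potency is the fitted concentration of half-maximal effect; plate controls were basal vehicle for no effect and high inhibitor control for full effect; nearly all actives have a fitted effect of over 50% in size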
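Readout is a homogeneous TR-FRET IP1 immunoassay (Ex 320, Em 665 and 620), where raised cytosolic IP1 lowers signal. Cells were CHO-M1 treated 30 min at 37C with test compounds plus a little lithium; AC50 values came from Hill-equation fitting.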
HttQ103 aggreg = inhibitors of mutant huntingtin aggregate formation in PC12 cells; PC12 HttQ103-GFP aggregates, Acumen cytometry, 40 h; Potency, µM (series often up to 46.1 µM), without a hit: top-dose activity change, negative = inhibition, usual class: inhibitors; hit rate 1.1% among 220,000; note: potency is the fitted concentration of half-maximal effect; % is set by controls: 0 for no effect and ±100 for the full control effect; nearly all actives have a fitted effect of over 60% in size
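Huntingtin Q103 exon 1–GFP aggregates in induced PC12 cells (100 nM tebufenozide) were quantified by cytometry from lysates, with compounds dosed in titration.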
Luc counter = Kinase-Glo luciferase inhibition (counter-screen); Potency, µM (titrated, usually from 38.3 µM), for the others: top-dose activity change, negative = inhibition, hits mostly inhibitors; Kinase-Glo luciferase, ATP luminescence, 8 min; hit rate 0.28% among 200,000; Q27757; note: potency is the fitted concentration of half-maximal effect; % is set by controls: 0 for no effect and ±100 for the full control effect; nearly all actives have a fitted effect of over 60% in size
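Luminescence was the read-out, taken after 8-minute incubation at ambient temperature. Luciferase turned over luciferin with 10 uM ATP in imidazole pH 7.2 buffer containing KCl, MgCl2, Tween 20 and BSA.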
Epigenetic reg = derepresses silenced GFP reporter in murine cells. AID 1865. murine LDR cells, GFP reporter derepression, 30 h. Potency, µM (top dose mostly 53.9 µM), for the others: top-dose GFP activation, actives largely listed as activators. hit rate 0.2% among 280,000; note: potency is the fitted concentration of half-maximal effect; % of control where 0% means no effect; nearly all actives have a fitted effect of over 60% in size
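Murine LDR cells carrying a silenced, genomically integrated CMV-driven GFP reporter were exposed to compound for 30 hours at 37 C. After PBS washes, GFP-positive cells (20–120 um objects) were counted by laser-scanning microplate cytometry.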
NPSR antagonist = antagonists of human neuropeptide S receptor cAMP signaling; CHO-NPSR cells, cAMP TR-FRET, antagonist mode; Q6W5P4; Potency, µM (titrated, usually from 38.3 µM), for inactives: top-dose activity change, negative = inhibition, actives largely listed as inhibitors; hit rate 1% among 220,000; AID 1461; note: potency is the fitted concentration of half-maximal effect; % is set by controls: 0 for no effect and ±100 for the full control effect; nearly all actives have a fitted effect of over 50% in size; many of its hits are not listed in these tables
Target sequence (Q6W5P4 whole entry, looked up): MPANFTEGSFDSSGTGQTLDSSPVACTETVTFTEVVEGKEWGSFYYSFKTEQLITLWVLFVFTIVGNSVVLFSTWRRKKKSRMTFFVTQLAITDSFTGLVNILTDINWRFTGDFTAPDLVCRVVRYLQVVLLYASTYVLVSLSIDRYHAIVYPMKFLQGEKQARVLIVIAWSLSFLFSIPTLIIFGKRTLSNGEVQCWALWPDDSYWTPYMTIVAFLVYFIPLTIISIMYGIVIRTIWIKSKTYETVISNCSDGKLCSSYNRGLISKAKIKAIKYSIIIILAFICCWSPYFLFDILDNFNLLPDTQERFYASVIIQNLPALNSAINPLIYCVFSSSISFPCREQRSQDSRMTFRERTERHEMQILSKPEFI
L3MBTL1 inh = inhibitors of human L3MBTL1; hit rate 0.66% among 230,000; Q9Y468; Potency, µM (highest dose often 57.1 µM), for the others: top-dose activity, negative = inhibition, most hits filed as inhibitors; AlphaScreen L3MBTL1–H3K9me1 peptide binding; note: potency is the fitted concentration of half-maximal effect; % is set by controls: 0 for no effect and ±100 for the full control effect; nearly all actives have a fitted effect of over 60% in size
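L3MBTL1 50 nM + b-AHA-H3(1-15)K9me1 75 nM, 30 min RT; compound added, 30 min RT; streptavidin donor/Ni-chelate acceptor beads 10 ug/mL each final, 30 min RT dark; AlphaScreen read.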
CBFb-RUNX1 inh = inhibitors of human CBF-beta and RUNX1 interaction; AlphaScreen CBFb-His/RUNX1-biotin binding, biochemical; Potency, µM (highest dose often 59.8 µM), inactives show at the top dose activity, negative = inhibition, actives largely listed as inhibitors; 230,000 tested, under 10 active; AID 1477; note: % of control where 0% means no effect
Target sequence (Q01196 whole entry, looked up): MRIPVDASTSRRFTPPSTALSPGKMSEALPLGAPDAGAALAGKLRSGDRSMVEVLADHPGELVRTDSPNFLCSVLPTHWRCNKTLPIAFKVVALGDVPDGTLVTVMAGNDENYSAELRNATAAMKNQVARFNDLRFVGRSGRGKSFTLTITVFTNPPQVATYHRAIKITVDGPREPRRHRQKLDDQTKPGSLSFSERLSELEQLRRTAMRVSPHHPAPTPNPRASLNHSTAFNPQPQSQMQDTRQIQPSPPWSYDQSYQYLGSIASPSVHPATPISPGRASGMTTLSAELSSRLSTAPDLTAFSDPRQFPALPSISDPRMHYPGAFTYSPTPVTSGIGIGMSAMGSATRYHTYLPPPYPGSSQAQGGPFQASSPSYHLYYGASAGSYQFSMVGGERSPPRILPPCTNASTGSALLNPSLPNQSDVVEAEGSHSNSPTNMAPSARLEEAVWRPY
Target sequence (Q13951 whole entry, looked up): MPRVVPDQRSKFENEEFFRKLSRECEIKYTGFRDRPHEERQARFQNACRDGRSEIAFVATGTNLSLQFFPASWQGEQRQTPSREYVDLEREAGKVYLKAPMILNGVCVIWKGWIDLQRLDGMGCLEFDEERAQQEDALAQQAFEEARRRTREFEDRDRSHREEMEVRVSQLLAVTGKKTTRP
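CBFb-His/RUNX1-biotin, 30 nM each, preincubated 20 min RT; compound 15 min RT; Ni + streptavidin beads 50 ng each, 90 min RT; AlphaScreen read.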
* = called active by the depositor; ? = inconclusive; . = no result given; [ ] = remark or other dose. Calls come from the whole dose curve; as a rule, active = well fitted curve in the direction sought with a large enough effect; inconclusive = small, poorly fitted or top-dose-only effect, or another doubt; inactive = no such curve, though single readings can be large; an effect the other way counts as inactive or inconclusive.

Order of results: IMPase Li inh, HttQ103 aggreg, Luc counter, Epigenetic reg, NPSR antagonist, L3MBTL1 inh, CBFb-RUNX1 inh
1. C=CCN1C(=O)/C(=C2/Sc3ccccc3N2CCCS(=O)(=O)O)SC1=S
→ 4.6%[38.3 µM], 9.7%, 1.7%, 2.7%, -2.7%[46.1 µM], ?, 8.5%
2. COC(=O)c1cn(-c2ccccc2)nc1-c1ccncc1
→ -6.8%[38.3 µM], -0.8%, 2.4%, -1.0%, -11.2%[46.1 µM], -2.2%, 4.6%
3. Cc1ccc(S(=O)(=O)Nc2nc3ccccc3nc2NCc2ccco2)cc1
→ 21.2%[38.3 µM], -7.8%, 1.2%, 7.9%, -12.4%[46.1 µM], -2.2%, 7.1%
4. NS(=O)(=O)c1ccc(N=Nc2c(O)c(C(=O)O)cc3ccccc23)cc1
→ 26.0%, -8.1%[9.22 µM], -6.8%[7.66 µM], 1.3%, 5.2%, -25.0%, .
5. CC(C)[C@H](O)C1=CCCCC1=O
→ 21.2%, ., -0.8%, 0.8%, ., ., 4.5%
6. CCOc1ccc(C2C(C#N)=C(N)Oc3n[nH]c(C)c32)cc1OC(=O)C1CC1 (configuration not stated)
→ -3.9%[38.3 µM], -1.8%, 2.3%, 0.8%, -6.4%[46.1 µM], 2.4%, 4.3%
7. CCC(C)N(CC(=O)NCc1ccc(OC)cc1)C(=O)c1csnn1 (configuration not stated)
→ -0.3%[38.3 µM], -1.3%, -1.5%, 0.0%, -5.8%[46.1 µM], 0.1%, -4.4%
8. COc1cc(CC(=O)Nc2nc(C)cs2)cc(OC)c1OC
→ 6.4%, -11.2%, 4.7%, -0.2%, 13.4%, 2.1%, 14.9%
9. COc1ccc(CCN=CC2=C(O)CCCC2=O)cc1OC
→ -3.6%[38.3 µM], 15.3%, -0.1%, 0.0%, 1.7%[46.1 µM], 3.6%, 3.9%
10. COc1ccc(CCNC(=O)c2ccc3ccccc3n2)cc1OC
→ 0.1%, -0.9%[9.22 µM], 2.0%, 1.4%, -0.7%, 2.2%, 0.0%
11. O=C(CSc1nc2ccccc2s1)Nc1nccs1
→ -5.4%[38.3 µM], 20µM*, 0.3%, -1.1%, -10.9%[46.1 µM], -0.8%, -1.1%
12. O=C(OCc1cccc([N+](=O)[O-])c1)c1cnccn1
→ -0.7%, 12.9%, 0.6%, 7.0%, 12.7%, -3.9%, 6.4%
13. CCC1(CC)C(=O)NC(=O)NC1=Nc1cccc(OC)c1
→ -14.4%[38.3 µM], -1.5%, -1.5%, 1.6%, -4.2%[46.1 µM], 3.2%, 3.9%
14. CCCCn1c(SCC(=O)N2CCc3ccccc32)nnc1-c1ccncc1
→ ., 3.1%[9.22 µM], ., 0.0%, -9.1%, ., 4.3%
15. Cc1ccc(NC(=O)C2CCCN2C(=O)Oc2ccccc2)cc1C (configuration not stated)
→ 21.0%[38.3 µM], -0.4%, -1.1%, -0.3%, ?, ., 0.9%
16. COC(=O)CN1C(=S)N(c2ccc(OC)cc2)C(=O)C1CC(=O)Nc1ccc(F)cc1 (configuration not stated)
→ 10.8%, 0.3%, -0.3%, -1.9%, -4.6%, 18.2%, -13.6%
17. Cc1cccc(OCCCC(=O)Nc2ccc3c(c2)OCO3)c1
→ 5.4%[38.3 µM], -6.8%, 12.6%, -2.9%, -5.7%[46.1 µM], -3.6%, 2.5%
18. O=c1oc2ccccc2c2nccnc12
→ 10.8%[38.3 µM], 9.5%, -1.8%, 0.0%, -3.3%[46.1 µM], -4.7%, 1.5%
19. Cc1cc(C)c2cc(C#N)c(NCCOC(=O)c3ccccc3C)nc2c1
→ ?, -18.3%, -0.4%, 1.1%, -21.8%[46.1 µM], 20.1%, -9.5%
20. CCOC(=O)N1CCC(NS(=O)(=O)c2ccc3c(c2)CCN3C(C)=O)CC1
→ 18.4%[38.3 µM], ?, -2.1%, 0.1%, -8.0%[46.1 µM], ., 1.3%

Order of results: IMPase Li inh, HttQ103 aggreg, Luc counter, Epigenetic reg, NPSR antagonist, L3MBTL1 inh, CBFb-RUNX1 inh
21. Cc1cc(NC(=O)CSc2cn(CCNC(=O)c3ccccc3)c3ccccc23)no1
→ -7.3%[38.3 µM], -3.7%, 15.3%, 0.1%, -12.0%[46.1 µM], ., -1.3%
22. CCC(NC(=S)Nc1ccccc1)C(=O)O (configuration not stated)
→ 6.4%, 6.1%, -2.0%, -0.9%, 21.4%, 5.3%, 2.6%
23. CCOc1ccccc1N(CC(=O)Nc1c(C)n(C)n(-c2ccccc2)c1=O)S(=O)(=O)c1ccccc1
→ 2.6%, -7.7%, ., -0.4%, -21.7%, ., -3.8%
24. COC(=O)CSc1nnc(C)n1-c1cccc(OC)c1
→ -11.5%[38.3 µM], 11.0%, 0.2%, -1.1%, -0.9%[46.1 µM], 2.5%, -1.4%
25. Cc1cc(C=O)c(C)n1-c1ccc(NC2CCCCC2)c([N+](=O)[O-])c1
→ 27.8%[38.3 µM], 32.5%, -7.6%, 1.2%, ?, 15.8µM*, 5.0%
26. O=C(CCNC(=O)c1ccccc1Cl)NC1=NCCS1
→ 1.1%, -10.2%, 1.5%, 1.8%, 6.8%, 7.3%, 0.6%
27. COc1ccc2c(CN3CCN(S(=O)(=O)c4cccs4)CC3)cc(=O)oc2c1
→ 7.1%, -21.8%, -1.1%, 0.0%, 10.8%, -8.9%, -3.1%
28. CCc1cccc(CC)c1NC(=O)c1ccccc1CCc1ccccc1
→ 6.0%, ?, -1.4%, -2.0%, -6.7%, 9.9%, -2.5%
29. CCc1ccc(NC(=O)C/C(C)=N/NC(=O)OCc2ccc(OC)cc2)cc1
→ -3.1%, -11.5%, 1.7%, -1.1%, 9.2%, 2.3%, 7.4%
30. Cc1ccc(/C=N/NC(=O)c2cc3c(ccc4ccccc43)o2)cc1[N+](=O)[O-]
→ -15.0%[38.3 µM], 16.4%, 0.3%, -2.3%, -2.6%[46.1 µM], -2.5%, -0.4%
31. O=C(CN1CCC(NC(=O)c2ccccc2F)CC1)Nc1ccc2c(c1)OCO2
→ 9.3%, 21.3%[9.22 µM], -0.2%, 2.6%, -7.0%, ?, 1.5%
32. Cc1cccc(C)c1OCc1nnc(SCC(=O)NCCc2ccccc2)o1
→ 13.9%, 13.8%, -0.1%, -1.0%, -17.8%, 15.8%, 0.8%
33. COc1cc(/C=N/N=C2/NC(=O)C(Cc3ccc(F)cc3)S2)ccc1O (configuration not stated)
→ 5.1%, -16.2%, -7.2%, 0.9%, -30.6%, ., -9.6%
34. CC(=O)Nc1c(O)nc(SCC(=O)Nc2nnc(SCc3ccccc3)s2)[nH]c1=O
→ -9.8%, 14.0%, ., 9.2%, 16.5%, ., 7.8%
35. Cc1cc(C)c(C(=O)COC(=O)Cn2cnnn2)cc1C
→ 3.6%[38.3 µM], 17.4%, 0.0%, 4.9%, -4.7%[46.1 µM], -4.4%, 2.3%
36. Cc1ccc(-n2nc(-c3ccco3)cc2C(=O)NCc2cccnc2)cc1
→ 26.5%[38.3 µM], 5.2%, 0.8%, 5.1%, ?, -7.5%, ?
37. CN1C=CC=C/C1=C1/SC(=S)N(Cc2ccccc2)C1=O
→ 26.6%, -5.9%, -18.2%, 1.0%, 11.1%, ?, -2.5%
38. C[C@H]1Cc2c(-c3ccccc3)nc3c(c2CO1)CN(C(=O)c1cccnc1)CC3
→ 1.8%, ., -2.1%[7.66 µM], ., ., ., 2.7%[13.1 µM]
39. O=C(N/N=C/c1cccs1)c1cccc(S(=O)(=O)Nc2ccc(Cl)cc2)c1
→ 10.5%, 15.2%, -1.4%, 0.0%, -54.5%, -9.5%, -2.0%
40. Cc1cccc2cc(/C=N/NC(=O)CN3CCOCC3)c(Cl)nc12
→ -12.5%[38.3 µM], -9.9%, -3.0%, 0.0%, -1.3%[46.1 µM], 6.0%, 1.3%

Order of results: IMPase Li inh, HttQ103 aggreg, Luc counter, Epigenetic reg, NPSR antagonist, L3MBTL1 inh, CBFb-RUNX1 inh
41. COC(=O)C(C)N(C(=O)c1ccc(C(=O)c2ccccc2)cc1)c1c(C)cccc1C (configuration not stated)
→ 31.4%[38.3 µM], ?, -1.2%, 0.7%, ?, ., -0.3%
42. Cc1cc(C)nc(Nc2n[nH]c(-c3ccc(N)cc3)n2)n1
→ 31.3%[38.3 µM], -2.8%, -6.7%, -1.0%, -17.4%[46.1 µM], ., -3.1%
43. COc1cc(CC(=O)OCC(=O)Nc2ccc([N+](=O)[O-])cc2)cc(OC)c1OC
→ -0.7%, 4.2%, -1.7%, -1.5%, -11.1%, 5.8%, -10.2%
44. CCN1CCN(c2c(Cl)cccc2NC(=O)c2ccco2)CC1
→ 25.6%[38.3 µM], -7.0%, -6.3%, 0.0%, -4.9%[46.1 µM], -1.9%, 8.1%
45. COc1ccc(-c2nc(-c3ccccc3)c(NCc3ccccc3)o2)cc1
→ 4.1%, ., -1.5%, 3.0%, ., ., 5.7%
46. CCN(CC)c1c([N+](=O)[O-])ncn1C
→ 28.4%[38.3 µM], 13.8%, -4.9%, -2.0%, -4.1%[46.1 µM], ., 0.6%
47. CCOC(=O)c1[nH]c2cc(OC)c(OC)cc2c1NC(=O)c1ccc2c(c1)OCO2
→ 1.9%[38.3 µM], -16.1%, -1.3%, 6.7%, -18.2%[46.1 µM], 1.3%, 1.2%
48. CCOC(=O)CC(=O)CSc1nc(CC)c(C)cc1C#N
→ ., -13.2%[9.22 µM], ., 0.0%, 3.0%, -7.9%, 13.4%
49. O=C1/C(=C\c2ccc(Br)o2)SC(=Nc2ccccc2)N1c1ccccc1
→ 12.7%[38.3 µM], 5.6%, 2.2%, -0.9%, -22.8%[46.1 µM], ?, ?
50. C/C=C(\C)C(=O)Nc1cccc(C2=NOC3(C2)C[C@@H](C(N)=O)N(C(=O)/C(C)=C/C)C3)c1 (some centres not stated)
→ ., 9.6%[9.22 µM], ., 3.1%, 24.0%, ., 3.4%
51. O=S(=O)(/N=C(/c1ccccc1Cl)N1CCOCC1)c1ccccc1
→ 4.0%[38.3 µM], 2.1%, 1.4%, 0.9%, -5.5%[46.1 µM], 8.8%, 1.9%
52. CCOc1cc(/C=N\NC(=O)OC(C)(C)C)ccc1OC(=O)c1ccco1
→ 18.3%, -8.2%, 10.2%, 4.8%, 17.1%, ., 6.9%
53. COc1ccc(C(=S)N2CCCC2)cc1C
→ ., -1.1%, ., 14.3%, 0.3%[46.1 µM], -2.9%, -2.0%

Copied from above: nos. 43–44
Order of results: IMPase Li inh, HttQ103 aggreg, Luc counter, Epigenetic reg, NPSR antagonist, L3MBTL1 inh, CBFb-RUNX1 inh
43. COc1cc(CC(=O)OCC(=O)Nc2ccc([N+](=O)[O-])cc2)cc(OC)c1OC
→ -0.7%, 4.2%, -1.7%, -1.5%, -11.1%, 5.8%, -10.2%
44. CCN1CCN(c2c(Cl)cccc2NC(=O)c2ccco2)CC1
→ 25.6%[38.3 µM], -7.0%, -6.3%, 0.0%, -4.9%[46.1 µM], -1.9%, 8.1%

A portion of the library. The share of hits here may be higher or lower than overall.
